# Screening data as filed in PubChem.
# MPTP inh – blocks calcium-induced mitochondrial swelling. hit rate 1.4% among 360,000. AID 602449. isolated mouse mitochondria, Ca2+ swelling absorbance, 30 min. inhibition, % at 10 µM;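 active = inhibition of 50% or more, scaled per plate between neutral and stimulator controls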;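 also: 0% = DMSO wells given calcium and 100% = 1 mM EGTA wells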
# SENP8 inh – inhibitors of human SENP8 protease. Q96LD8. recombinant SENP8, Nedd8 substrate fluorescence. inhibition, % at 20 µM. hit rate 0.64% among 360,000. AID 602440; in the data active = inhibition mostly above about 40%, no sharp cut-off; inactive = mostly below about 27%
# Target sequence (Q96LD8 whole entry, looked up): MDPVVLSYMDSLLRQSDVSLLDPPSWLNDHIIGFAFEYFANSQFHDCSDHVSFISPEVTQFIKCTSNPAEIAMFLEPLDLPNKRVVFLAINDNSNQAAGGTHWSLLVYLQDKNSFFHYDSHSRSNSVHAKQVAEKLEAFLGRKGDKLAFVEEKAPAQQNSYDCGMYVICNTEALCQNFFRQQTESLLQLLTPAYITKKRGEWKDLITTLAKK
# SENP1 FRET inh – SENP1 (human) catalytic domain inhibition | Q9P0U3 | AID 624204 | hit rate 0.21% among 360,000 | inhibition, % at 10 µM | recombinant SENP1 catalytic domain, CyPet-SUMO1-YPet FRET cleavage;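 active = inhibition at least 30% at 10 µM, raw YFP signal under a set limit, fluorescence ratio 0.5 to 1.5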;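 also: 0% = enzyme with DMSO and 100% = no enzyme wells; some results filed as inactive read as strong as hits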
# Target sequence (Q9P0U3 419-644 limits assumed): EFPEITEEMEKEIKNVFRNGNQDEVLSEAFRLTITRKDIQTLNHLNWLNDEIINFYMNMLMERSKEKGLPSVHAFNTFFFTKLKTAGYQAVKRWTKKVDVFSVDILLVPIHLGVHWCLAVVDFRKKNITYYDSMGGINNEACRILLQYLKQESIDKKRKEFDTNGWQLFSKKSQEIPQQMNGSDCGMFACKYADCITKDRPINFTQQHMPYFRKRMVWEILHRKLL
#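 Assay system: hSENP1 catalytic domain, recombinant. Amount: SENP1 enzyme, 20 pM final. Schedule: 50 min reaction, RT, dark. Technique: FRET, CFP and YFP emission. Control set: no-enzyme wells low, DMSO-plus-enzyme wells high control.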
# GRIN3A LBD mod – NR3A (human) ligand-binding domain modulation | NR3A LBD differential scanning fluorimetry, Tm shift; 0% = protein alone, 100% = glycine-bound protein | Tm shift relative to glycine control, % at 25 µM | hit rate 2.5% among 340,000 | AID 1259313;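 active = melting temperature shift of at least 10% of the positive control shift, at one fixed dose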
# hIAP activ – human IAP activation; P09923; purified human IAP, CDP-Star luminescence, 30 min; stronger effect = higher value; 1 = vehicle-only enzyme, 0 = enzyme-free background; activation factor at 10 µM; hit rate 0.16% among 330,000; AID 2524;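 active = activation factor of the enzyme at least 2-fold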; also: the source names both 10 and 20 µM as test concentration; values of inactives mirror those of a sister screen read the other way
# PfG6PD inh – PfG6PD (Plasmodium falciparum) enzyme inhibition; inhibition, % at 20 µM; AID 504690; hit rate 0.78% among 350,000; PfGluPho enzyme, NADPH resazurin-diaphorase fluorescence;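 active = inhibition reaching at least a set limit at 20 µM in the primary screen, cut at about 59% in these data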;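 also: 0% = DMSO wells with substrate and 100% = DMSO wells lacking glucose-6-phosphate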
# ATG4B inh – blocks human ATG4B protease cleavage of LC3 substrate. hit rate 0.51% among 340,000. inhibition, % at 8.33 µM. AID 504462. ATG4B cleavage of LC3-PLA2, NBD-HPC fluorescence, 1 h; in the data active = inhibition above about 40%
# Target sequence (Q9Y4P1 whole entry, looked up): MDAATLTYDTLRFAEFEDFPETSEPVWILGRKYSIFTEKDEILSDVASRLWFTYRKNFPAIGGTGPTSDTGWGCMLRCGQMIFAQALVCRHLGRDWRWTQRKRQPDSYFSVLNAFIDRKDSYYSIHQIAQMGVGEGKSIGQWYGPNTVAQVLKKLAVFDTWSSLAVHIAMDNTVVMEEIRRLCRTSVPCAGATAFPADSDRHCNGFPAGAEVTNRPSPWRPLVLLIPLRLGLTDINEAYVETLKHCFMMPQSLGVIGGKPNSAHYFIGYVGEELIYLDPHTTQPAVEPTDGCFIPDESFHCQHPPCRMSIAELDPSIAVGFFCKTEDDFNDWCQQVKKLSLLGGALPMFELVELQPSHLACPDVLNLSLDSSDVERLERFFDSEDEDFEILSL
# SENP6 inh – blocks the human protease SENP6 | inhibition, % at 10 µM | Recombinant SENP6 catalytic domain, aminoluciferin luminescence | AID 2599 | hit rate 1.8% among 330,000 | Q9GZR1;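 active = inhibition above about 50% at the single tested dose, limit read from the data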;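 also: plate controls were DMSO wells with enzyme for no effect and DMSO wells lacking enzyme for full effect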
# * = called active by the depositor; x = not tested or not shown.
SMILES,MPTP inh,SENP8 inh,SENP1 FRET inh,GRIN3A LBD mod,hIAP activ,PfG6PD inh,ATG4B inh,SENP6 inh
Cc1nc(-c2cccc(NC(=O)c3cccs3)c2)cs1,-0.1,16,2,0,1.1,11,2,-9
C/C(=N\NC(=O)C(C)Sc1ccccc1)c1ccc([N+](=O)[O-])cc1 (configuration not stated),1.5,12,-1,-1,1.1,-4,-6,6
O=C(Nc1ccccc1)NN1CC(=O)N(c2ccc(Cl)cc2)CC1=O,3.7,8,2,6,0.84,-19,-6,1
CC(C)C1C(=O)N(Cc2cn(Cc3ccco3)nn2)CCS(=O)(=O)N1Cc1ccc(-c2ccncc2)cc1 (configuration not stated),-0.9,1,-1,x,x,3,x,x
COC(=O)c1c(C)[nH]c(C(=O)OCC(=O)NCC(C)C)c1C,-1.2,11,-2,0,0.96,-10,-3,-5
CCOc1ccc(-n2c(=S)sc3c(=O)n(-c4ccccc4)c(SCC(=O)O)nc32)cc1,0.8,16,-1,-1,0.98,-3,0,-14
Cn1cc(CCC(=O)N2CCCC(CCC(=O)NCc3ccccc3F)C2)cn1 (configuration not stated),-0.3,9,3,-1,0.82,-15,-2,-6
Cc1ccnc(NC(=O)C2CC(=O)N(Cc3ccccc3)C2)c1 (configuration not stated),-0.1,0,1,-1,0.97,-5,-4,-18
CCc1noc(C)c1C(=O)OCC(=O)c1ccccc1OC,0.7,1,0,0,0.92,-5,4,-12
C=C(Br)Cn1cnc2ccccc21,0.6,10,-1,2,1.1,4,2,-8
CCOC(=O)Nc1ccc2c(CN3C(=O)NC4(CCCC4)C3=O)cc(=O)oc2c1,12,-478,-55,-2,x,6,6,x
FC(F)(F)c1cc(NCc2cccs2)n2ncnc2n1,-0.6,6,4,0,1.1,9,-6,0
CCOc1cc(S(=O)(=O)Nc2ccccc2CC)ccc1Cl,-0.2,6,2,-9,0.91,1,17,-14
COC(=O)c1c(-c2ccc(C)cc2)csc1NC(=S)NC(=O)c1ccc(F)cc1,3.3,31,1,-1,0.96,-26,11,-3
Nc1nc(Br)c2ccccc2c1-c1ccc(F)cc1,46,-296,-78,0,0.95,-4,5,-10
C=C1C(=O)c2sccc2C(c2ccc(OC)c(OC)c2)C1COC(C)=O (configuration not stated),0.2,13,1,-1,x,11,5,x
CC(=O)CSc1ncnc2scc(-c3ccc(F)cc3)c12,0.5,2,2,-1,0.99,1,-1,-2
O=C(O)c1ccccc1SC1CC(=O)N(C2CCCCC2)C1=O (configuration not stated),-0.7,5,3,0,0.94,11,-6,-5
CC1=NN(C(=O)c2ccco2)C(O)(c2ccccc2)C1 (configuration not stated),0.3,24,0,0,1.1,-17,-10,2
CCc1ccc(CCC(=O)Nc2ccc(Cl)cc2)o1,0.8,2,-3,-12,1.1,8,9,-6
O=C(CCSc1nnc(-c2ccco2)o1)Nc1ccc(Cl)cc1,0.8,28,0,-4,1.1,-2,-5,-6
O=C1CSC(=S)N1c1cccc(Br)c1,0.7,28,1,-1,0.96,-20,8,-1
Cc1cnnn1-c1ccc([N+](=O)[O-])cc1,-0.8,17,0,2,0.85,0,3,-24
CCCCOC(=O)c1nc(Cl)c(Cl)c(N)c1Cl,-0.4,24,0,13*,1.1,-7,5,-11
CCCn1c(N)c(N(CCOC)C(=O)CSc2ccccc2)c(=O)[nH]c1=O,-1.1,-22,0,-1,0.89,3,6,-10

# (list continues)
SMILES,MPTP inh,SENP8 inh,SENP1 FRET inh,GRIN3A LBD mod,hIAP activ,PfG6PD inh,ATG4B inh,SENP6 inh
CC(C)C(C(=O)Nc1ccncc1)c1ccc(Cl)cc1 (configuration not stated),1.3,-16,-1,-2,1.2,-1,-3,-3
COc1ccccc1C(=O)NCCC(=O)Nc1ccc(C)cn1,-1.5,14,2,-1,1.1,-9,1,-13
COc1cc(C(Nc2ccc3c(c2)OCO3)C(=O)NC2CCCCC2)cc(OC)c1OC (configuration not stated),1.0,-7,-5,-2,1.4,59,-15,-6
COc1ccc(C(=O)OCC(=O)N(C)C2CCS(=O)(=O)C2)cc1Br (configuration not stated),0.5,1,3,0,1,0,-4,-1
O=C(Nc1ccc(F)cc1)c1cccc2ccccc12,0.7,16,1,-1,0.9,18,2,-11
COCC(=O)N1CCC(n2nnc3cc(F)ccc32)CC1,-0.6,21,-3,1,0.97,1,-15,-18
CCCC#Cc1cnc2c(c1)C(=O)N([C@H](C)CO)C[C@H](C)[C@@H](CN(C)C(=O)CCN1CCCCC1)O2,0.0,6,-17,x,x,30,x,x
CN1CCN(CCCNC(=O)c2ccc3c(=O)n(CCc4ccccc4)c(=O)[nH]c3c2)CC1,0.6,-167,-1,-5,0.95,-5,0,-40
O=C(Nc1ccn(CCCNCCN2CCOCC2)c(=O)n1)OCc1ccccc1,0.6,13,1,-2,x,-10,3,x
CCc1ccc(CCC(=O)Nc2ncc(Cc3ccccc3Cl)s2)o1,-0.2,-4,-6,4,0.86,9,17,-35
Cc1nc2c(C(F)(F)F)cccc2c2c1CCS2,0.6,-304,3,1,1.1,-10,0,-20
O=C(Oc1ccc(F)c(F)c1)c1ccc2c(=O)n3c(nc2c1)CCC3,0.2,-67,-9,-1,1.2,20,-1,-28
CCCCNC(=O)C1CC(c2cccc([N+](=O)[O-])c2)=NO1 (configuration not stated),-0.6,6,2,4,0.98,-13,6,4
Cc1cc2c(cc(C(=O)O)n2C)s1,-13,18,0,-1,0.99,-14,7,0
O=C(c1ccc(S(=O)(=O)N2CCC(c3nc4ccccc4s3)CC2)cc1)N1CCCCC1,4.1,12,0,6,x,-1,0,x
C[C@H](CO)N1C[C@H](C)[C@@H](CN(C)C(=O)Nc2ccccc2)Oc2c(NS(=O)(=O)c3cn(C)cn3)cccc2C1=O,-1.2,14,-1,4,0.96,0,-5,-13
NC(=O)c1ccc[n+](Cc2cccc3ccccc23)c1,0.6,7,-1,2,0.96,-2,0,-5
CCSc1nc2c(c(=O)[nH]1)C(c1ccncc1)C(C(=O)OC)=C(C)N2 (configuration not stated),0.6,-57,0,1,0.89,-2,-9,-1
CCN(C(=O)c1ccc(Cl)c(S(=O)(=O)Nc2c(C)n(C)n(-c3ccccc3)c2=O)c1)c1ccccc1,-0.3,12,-1,0,0.89,-8,-11,-17
COc1ccc2[nH]c3c(c2c1)CCN1C(=O)C(CC(=O)NCCc2ccccn2)C[C@H](C(=O)N2CCCCC2)[C@@]31C (some centres not stated),-0.3,-10,-2,0,x,5,2,x
CCOC(=O)[C@H]1[C@H]2COc3ccc(Cl)cc3[C@@H]2N2C(=O)CN(Cc3ccc(Cl)cc3)C(=O)[C@@]12C,-1.5,15,2,-12,0.95,9,-15,-6
CC(=O)N1CC2(CC(=O)OC(C)C)CN(C(C)=O)CC(CC(=O)OC(C)C)(C1)C2=O,-2.4,33,1,0,x,-28,-3,x
CN(C(=O)c1ccc(NC(=O)c2ccco2)cc1)c1ccccc1,-1.3,5,1,2,0.84,13,-4,81*
O=C1CSC(c2ccccn2)N1c1ccc(C(F)(F)F)cc1 (configuration not stated),0.9,13,-3,-1,0.88,-3,2,6
O=C(CSc1nc2ccccc2c(=O)n1CCCO)Nc1ccc2c(c1)OCCO2,-0.7,4,1,0,1,1,-7,-8

# Quoted from the listing:
# `COc1ccc(C(=O)OCC(=O)N(C)C2CCS(=O)(=O)C2)cc1Br` (configuration not stated) in SENP1 FRET inh = 3
# `CCCC#Cc1cnc2c(c1)C(=O)N([C@H](C)CO)C[C@H](C)[C@@H](CN(C)C(=O)CCN1CCCCC1)O2` in MPTP inh = 0.0

# Additional records
SMILES,MPTP inh,SENP8 inh,SENP1 FRET inh,GRIN3A LBD mod,hIAP activ,PfG6PD inh,ATG4B inh,SENP6 inh
CCCCCCC(C)n1[nH]c(=O)cc1N (configuration not stated),2.4,17,-2,-1,0.95,-13,6,-9
O=C(Cc1ccc(-c2ccccc2)cc1)NCc1cccnc1,3.3,10,1,-4,1.1,-15,5,-17
CCCN(Cc1nnc(-c2ccccc2Cl)o1)C(=O)c1cccc(S(=O)(=O)N2CCOCC2)c1,-0.6,7,1,1,1,-12,0,0
Cc1ccc2[nH]c3c(=O)[nH]ncc3c2c1,0.2,-17,-3,x,0.99,-5,9,-18
N#C/C(=C\c1ccc(O)c(O)c1)C(=O)NCCc1ccccc1,1.6,-107,-57,-12,0.65,-28,-5,-6
C=CCOC(=O)C1=C[C@H](c2csc3ccccc23)C[C@H](OCc2ccc(CO)cc2)O1,0.9,-15,-24,-7,0.97,15,-5,-21
CC(C)(C)c1cc(NC(=O)COC(=O)c2ccccc2)n(-c2ccccc2)n1,0.4,6,1,x,x,4,x,x
CC(=O)Nc1ccc(S(=O)(=O)NCc2nc(-c3ccccc3C)no2)cc1,-2.0,-3,-1,0,0.98,-5,-2,-25
Cc1ccc(OC(=O)N(C)C[C@H]2OCc3cn(nn3)CCCC(=O)N([C@H](C)CO)C[C@@H]2C)cc1,-0.6,6,0,x,x,2,x,x
Cn1c(CCN2CCN(c3ccc(F)cc3)CC2)nc2cc(NC(=O)c3ccco3)ccc21,0.1,13,-2,-2,0.79,-5,-11,4
COc1cc(C(=O)Nc2ccc3nc(N4CCN(C)CC4)cc(C)c3c2)cc(OC)c1OC,1.3,-69,0,-2,1.1,7,-12,-8
COc1ccccc1N1CCN(/N=C(\C)c2ccccc2O)CC1,0.0,16,-1,-1,0.96,22,1,-22
O=C(OCc1nnc(-c2ccccc2)o1)C12CC3CC(CC(Br)(C3)C1)C2,1.0,4,-1,5,x,8,-7,x
CC(=O)Nc1ccc(S(=O)(=O)N2CCN(c3nc4ccccc4n3CC(C)C)CC2)cc1,0.3,15,1,-3,0.98,3,-3,9
O=C(COC(=O)CNC(=O)c1ccccc1)NC(=O)NC1CCCCC1,0.1,17,3,1,1,-12,1,4
COc1cc2nc(N3CCNCC3)nc(N)c2cc1OC,-2.6,-283,2,5,1.3,32,-10,-7
CC[C@]12c3[nH]c4ccccc4c3CCN1C(=O)C(CC(=O)NC/C=C(\C)CCC=C(C)C)C[C@@H]2C(=O)N1CCN(C(=O)C2CC2)CC1 (some centres not stated),-0.2,-4,2,1,0.98,9,-15,-21
CN1C(=O)[C@H]2[C@@H](c3ccccc3)N[C@]3(CCCN(Cc4ccco4)C3=O)[C@H]2C1=O,-0.1,12,-6,x,x,0,x,x
CC(=O)c1ccc(N(CC(=O)NC2CCCC2)C(=O)c2ccc(C)s2)cc1,0.6,7,1,-1,0.9,8,-5,-16
O=C1OC(c2ccccc2)Cc2cc(C(=O)N3CCN(c4ccc(F)cc4)CC3)ccc21 (configuration not stated),-0.7,-3,3,0,1.1,14,-8,1
CCOc1cc(/C=C2\CCn3c2nc2cc(Cl)ccc2c3=O)ccc1O,1.4,-314,-20,-2,0.89,1,-5,-23
CCN(CC(=O)Nc1c(F)cccc1F)C(=O)c1ccc(OC)c(S(=O)(=O)NC2CCCC2)c1,0.4,13,1,x,x,-3,x,x
CCC(NC(=S)NC1CCCCC1)c1ccccc1 (configuration not stated),0.8,4,0,x,1.1,x,x,4
CCCc1cc(Nc2cccc(OCC)c2)n2ncnc2n1,-0.9,16,-1,-1,1.1,-17,3,9
Cc1ccc(NC(=S)N2CCn3cccc3C2c2cccnc2)cc1 (configuration not stated),0.6,8,1,-5,0.93,17,-5,9
CCCC(=O)Nc1ccccc1-c1nnc(SC)[nH]c1=O,0.1,11,5,0,1.2,-29,-10,1
Cc1cc(-c2nn(-c3ccccc3F)cc2CN2CCCC(CO)C2)c(C)s1 (configuration not stated),-0.5,-5,-19,0,1,-14,9,-6

# Some of these compounds in order of the GRIN3A LBD mod value, smallest number first.
smiles	GRIN3A LBD mod
Cc1ccc(NC(=S)N2CCn3cccc3C2c2cccnc2)cc1 (configuration not stated)	-5
O=C(Cc1ccc(-c2ccccc2)cc1)NCc1cccnc1	-4
CC(=O)c1ccc(N(CC(=O)NC2CCCC2)C(=O)c2ccc(C)s2)cc1	-1
Cc1cc(-c2nn(-c3ccccc3F)cc2CN2CCCC(CO)C2)c(C)s1 (configuration not stated)	0
CCCN(Cc1nnc(-c2ccccc2Cl)o1)C(=O)c1cccc(S(=O)(=O)N2CCOCC2)c1	1
